Screening results: PubChem BioAssay, several laboratories
PMI inhibition: human PMI inhibitors, high substrate, primary screen, biochemical, fluorescence intensity, high mannose 6-phosphate (AID 1220); actives 0.66% (n = 190,000); one-dose inhibition, % at 20 µM; IC50 in µM for titrated hits; recombinant PMI enzyme, coupled fluorescence intensity; higher % means a stronger effect
RSV CPE inhibition: inhibition of RSV-induced cytopathic effect – HEp-2 cells, primary 10 µM value included (AID 2391); actives 0.13% (n = 310,000); CPE inhibition, % at 10 µM, or IC50 in µM where a hit was titrated; HEp-2 cells, RSV-induced CPE inhibition; higher % means a stronger effect; in the data active = a potency from the dose series; inconclusive = CPE inhibition mostly from about 23% at the one dose, without a potency; inactive = the rest, 99 in 100 with CPE inhibition below about 21%; also: strong numbers were not always called active
human PMI inhibition: MPI enzyme activity inhibition – biochemical, fluorescence intensity, coupled assay, primary screen (AID 1209) | purified PMI enzyme, coupled fluorescence intensity; higher % means a stronger effect | actives 0.42% (n = 190,000) | inhibition, % at 20 µM; hits with a dose series show IC50 in µM;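 also: plate controls were DMSO vehicle for no effect and wells lacking substrate for full effect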
K1F lysis inhibition: inhibition of K1F phage lysis, E. coli UTI89, bacterial capsule biogenesis inhibitors, alamar blue (AID 488966) | actives 0.02% (n = 340,000) | E. coli UTI89 K1F phage lysis, alamar blue, 2 h; higher % means a stronger effect | inhibition, % at 100 µM, or IC50 in µM where a hit was titrated;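 active = phage lysis inhibition, versus mean bacterial control, above a set limit; inconclusive = no clear call, values can overlap the other calls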;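 also: capsule biogenesis inhibitors block K1F phage lysis so surviving cells raise fluorescence; higher fluorescence means more inhibition of phage lysis; actives were called in the ten point dose series up to 300 µM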
P. falciparum M1AAP: malaria alanyl aminopeptidase activity blockers – biochemical, fluorogenic H-Leu-NHMec substrate, 1536-well (AID 1445) | recombinant M1AAP, H-Leu-NHMec fluorogenic kinetic assay; higher % means a stronger effect | inhibition, % at 30 µM, or IC50 in µM where a hit was titrated | actives 0.42% (n = 220,000);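 active = primary inhibition above the hit cutoff, then over 50% inhibition at one or more dose response concentrations, cut at about 23% in these data, passing the limit was not always enough; inconclusive = conflicting primary data, or primary hits not chosen for dose response; inactive = low primary inhibition, or under 50% at every dose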;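 also: plate controls were DMSO full reaction for no effect and no enzyme background for full effect; strong numbers were not always called active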
T cell modulator: modulates CD8 T cell binding to vesicles. actives 0.068% (n = 330,000). 2C CD8+ T cell-vesicle binding, flow cytometry; active compounds read low. calls only at 7 µM;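 active = response, share of CD8 T cells binding vesicles, and their 90th percentile fluorescence all below set limits, cut at about 80% in these data, passing the limit was not always enough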
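Material: 2C TCR transgenic mouse naive CD8+ T cells, MACS-purified. Also added: QL9-charged Drosophila Ld/ICAM-1/B7-1 vesicles. Timing: binding 1.5 h at 37 °C. Measured by: high-throughput flow cytometry with anti-B7-1 and anti-CD8 staining. Read-out: percent CD8+ FL2 mean versus row control. Controls: Unloaded micro-vesicles (low), QL9 vesicles with 0.7% DMSO (high).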
M17LAP inhibition: P. falciparum M17LAP inhibitors, primary screen, biochemical, fluorogenic H-Leu-NHMec substrate, 1536-well (AID 1619). recombinant M17LAP, H-Leu-NHMec fluorogenic kinetic assay; higher % means a stronger effect. inhibition, % at 30 µM, or IC50 in µM where a hit was titrated. actives 0.38% (n = 220,000);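 active = compound inhibiting the enzyme by more than half at any dose during confirmatory dose-response retesting; inconclusive = strong single-dose inhibitors picked by rank but not retested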;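 also: plate controls were full reaction with DMSO carrier for no effect and no enzyme background for full effect; strong numbers were not always called active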
TNAP activators: stimulation of alkaline phosphatase TNAP activity – biochemical, luminescent, no phosphate acceptor, uHTS, primary screen (AID 1001); purified TNAP, luminescent activation assay, no phosphate acceptor; higher activation fold means a stronger effect; activation fold at 20 µM, or EC50 in µM where a hit was titrated; actives 0.03% (n = 200,000); in the data active = activation fold from about 3, or a potency from the dose series; inactive = the rest, 99 in 100 with activation fold below about 1.6; also: many of its hits are not listed in these tables
West Nile virus CPE: inhibition of WNV-induced cytopathic effect – cell-based, CPE readout (AID 1621); actives 0.02% (n = 290,000); CPE inhibition, % at 10 µM, or IC50 in µM where a hit was titrated; West Nile virus-infected cells, CPE inhibition; higher % means a stronger effect; in the data active = a potency from the dose series; inconclusive = CPE inhibition mostly from about 3.7% at the one dose, without a potency; inactive = the rest, 99 in 100 with CPE inhibition below about 2.2%; also: strong numbers were not always called active
T cell modulator vesicle-bound %: second read-out of T cell modulator, no call of its own (marks repeat the call); double positive events, %; measured here: CD8+ vesicle-bound cell fraction;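 binding gate set so that unloaded-vesicle control wells show 10% double positive cells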
Numbers without * were called inactive; i = inactive; ? = inconclusive; / = no result given; [ ] = remark or other dose. Rule as the data show it, unless noted: active = inhibition above about 50%; inactive = the rest.

SMILES	PMI inhibition	RSV CPE inhibition	human PMI inhibition	K1F lysis inhibition	P. falciparum M1AAP	T cell modulator	T cell modulator vesicle-bound %	M17LAP inhibition	TNAP activators	West Nile virus CPE
N#CCSc1nc2ccccc2c(=O)n1CCC(=O)NC1CCCCC1	1%	-1.4%	4%	-0.1%	1%	i	18	-16%	1.1	-0.8%
O=C(NCc1cccnc1)c1ccc(S(=O)(=O)N2CCCCCC2)cc1	-3%	-0.2%	1%	0.2%	-1%	i	44	-3%	1.1	-0.1%
O=C1NC(=O)/C(=C/c2ccccc2OCc2ccccc2)S1	-13%	1.6%	-19%	0.1%	19%	i	28	-2%	1.1	-0.3%
COc1ccc(N(CC(=O)N/N=C/c2cccc3c2OCCO3)S(=O)(=O)c2ccc(NC(C)=O)cc2)cc1	-3%	3.3%	3%	-0.2%	2%	i	30	4%	1	-0.1%
Cn1cnnc1Sc1ccc(/C=C(\CC(=O)O)c2nc3ccccc3s2)cc1[N+](=O)[O-]	/	-1.4%	/	-0.7%[50 µM]	?	i	49	27%	/	0.6%
CC(C)(C)SCCNC(=O)COc1ccccc1	15%	2.2%	15%	0.3%	4%	i	32	-5%	1.1	-0.1%
Cc1cc(C(=O)N2CCN(c3ccc([N+](=O)[O-])cc3)CC2)c(C)o1	/	2.0%	/	-0.3%	/	i	45	/	/	-0.7%
Cc1ccc(S(=O)(=O)NCCOc2nc(N(C)C)nc(N(C)C)n2)cc1	/	-0.5%	/	0.4%	3%	i	20	7%	/	-1.4%
CS/C(=N\S(=O)(=O)c1cccs1)Nc1ccc(Cl)cc1	0%	7.2%	4%	-1.8%	5%	i	33	0%	1.1	-1.2%
CCOC(=O)CSc1c(-c2ccccc2)c2cc(Cl)ccc2[nH]c1=O	2%	2.2%	7%	-1.3%[50 µM]	10%	i	7	6%	1.1	-0.4%
CCCC1=Nc2cc(C(=O)NCCCOCC)ccc2Sc2ccccc21	5%	3.6%	-9%	-0.7%	6%	i	11	11%	1	-0.2%
CCc1nnc(NC(=O)c2ccc(NC(=O)C(C)C)cc2)s1	4%	0.9%	2%	-0.3%	5%	i	23	4%	1.1	-0.1%
CC1CCN(C(=O)Cn2nnc(-c3ccccc3)n2)CC1	/	2.1%	/	0.0%	/	i	60	/	/	-0.4%
COc1cc([N+](=O)[O-])ccc1NC(=O)C[n+]1ccccc1C	5%	0.7%	7%	1.3%	9%	i	13	19%	1	0.0%
COCCN(C(=S)Nc1c(C)cc(C)cc1C)C(C)c1cccs1 (stereo not drawn)	1%	18%	-1%	0.3%	-8%	i	17	-5%	1.1	-0.9%
CCOC(=O)COc1ccc2nsnc2c1	17%	1.7%	13%	0.4%	11%	i	32	-13%	1.1	0.0%
Nc1c(-c2ccc(Cl)cc2)cnn1-c1cc(C(F)(F)F)cc(C(F)(F)F)c1	/	0.5%	/	-1.8%	2%	i	42	2%	/	0.2%
Cn1cc(CNC(=O)c2cc(COc3ccc4c(c3)CCCC4)on2)cn1	/	9.6%	/	0.9%[50 µM]	/	i	11	/	/	-1.6%
COc1nc(NCCc2ccc(OC)c(OC)c2)nc(OC)n1	20%	1.6%	7%	0.5%	3%	i	48	-3%	1.1	0.3%
Cc1cccn2c(=O)c3cc(C(=O)NC4CCCC4)c(=N)n(C4CCCC4)c3nc12	9%	0.4%	13%	1.3%	14%	i	0	-107%	1.1	-2.0%
COC(=O)c1sc(NC(=O)/C=C/c2ccccc2Cl)nc1C	-13%	-0.1%	-13%	0.5%	2%	i	46	1%	1	-0.7%
O=C(O/N=C(\c1ccccc1)c1ccncc1)c1ccccc1F	6%	0.4%	9%	-0.1%	5%	i	37	19%	1	0.2%
CCn1cc(C(=O)OCC(=O)c2ccccc2)c(=O)c2ccc(C)nc21	2%	/	-3%	0.5%	0%	/	/	7%	1.1	-0.2%
CC(=O)Nc1cc(C(=O)NCc2ccco2)ccc1Sc1ccc(C)cc1	-5%	3.2%	-2%	2.8%	2%	i	43	1%	1	-0.8%
O=c1[nH]c(-c2ccccc2)nn1-c1ccc(Br)cc1Br	/	0.5%	/	0.2%	/	i	58	/	/	-0.6%
(continued)
SMILES	PMI inhibition	RSV CPE inhibition	human PMI inhibition	K1F lysis inhibition	P. falciparum M1AAP	T cell modulator	T cell modulator vesicle-bound %	M17LAP inhibition	TNAP activators	West Nile virus CPE
COc1ccc(OC(C)C(=O)Nc2cccc(F)c2)cc1 (stereo not drawn)	9%	-1.6%	7%	-1.0%	-4%	i	38	-6%	1.1	0.1%
COc1ccc(NC(=O)C2CC(=O)OC23CCCCC3)cc1 (stereo not drawn)	-8%	0.1%	-7%	0.4%	6%	i	14	18%	1.1	-0.1%
Cc1ccc(OCC(=O)Nc2cc(C)on2)c([N+](=O)[O-])n1	-5%	0.2%	-3%	0.5%	-2%	i	16	-3%	1.1	-0.3%
COc1ccc(-c2c(C#N)c(N)nc3c2c(=O)n(C)c(=O)n3C)cc1Cl	/	-1.5%	/	-0.1%	/	i	14	/	/	0.0%
Oc1c(C=Nc2ccc(Cl)cn2)sc2ccccc12	/	2.7%	/	0.3%	7%	i	36	7%	/	0.2%
Cn1cccc1-c1nc2ccc(NC(=O)c3ccco3)cc2[nH]1	-2%	3.5%	3%	-2.5%	5%	i	30	14%	1.1	0.1%
CSc1ccc(CCNC(=O)CN2C(=O)c3cccnc3Oc3ccc(C)cc32)cc1	/	3.4%	/	0.4%	/	i	4	/	/	0.5%
COCCNC(=O)[C@H]1C[C@@H]1[C@H](NP(=O)(c1ccccc1)c1ccccc1)c1ccccc1	9%	-0.6%	9%	-0.4%	7%	i	36	5%	1.1	-0.4%
COCCCNC(=O)c1ccc(CS(=O)(=O)c2ccccc2C)o1	/	1.1%	/	-0.2%	/	i	49	/	/	-0.4%
COCCN1Cc2cccc(C(=O)NCc3ccc4c(c3)OCO4)c2C1=O	21%	4.1%	13%	2.5%	5%	i	34	10%	1.1	-0.9%
CCn1cc(/C=C/C(=O)Nc2ccn(Cc3c(F)c(F)cc(F)c3F)n2)cn1	-2%	4.8%	1%	-6.8%	-5%	i	51	11%	1	-1.3%
CN1CCN(NC(=O)/C=C/c2cccc(Cl)c2)CC1	/	0.8%	/	-0.1%	/	i	66	/	/	-0.5%
Cc1cc(NC(=O)c2ccccc2Oc2ccccc2)no1	17%	-0.2%	18%	0.3%	-6%	i	21	-1%	1.1	-0.6%
COc1cccc(O)c1CN1CCC(C(=O)Nc2ccc(Oc3cccnc3)cc2)CC1	/	4.4%	/	-0.2%	/	i	7	/	/	0.0%
O=C(COC(=O)Cc1ccccc1F)Nc1cc(S(=O)(=O)N2CCOCC2)ccc1N1CCCC1	11%	1.8%	15%	-2.0%	7%	i	24	-4%	1	1.5%
Cc1noc(/C=C/c2cccs2)c1S(=O)(=O)N1CCC(C(=O)NCCCN2CCC(C)CC2)CC1	0%	-2.6%	3%	0.0%	10%	i	50	14%	1.1	1.5%
CC(=O)N=C1SC2CS(=O)(=O)CC2N1Cc1ccc(C)cc1 (stereo not drawn)	/	/	/	/	1%	i	55	3%	/	0.3%
O=C(NNC(=S)Nc1ccccc1)c1ccncc1	5%	1.9%	1%	0.1%	10%	i	8	32%	2.7	/
COc1cccc(C(=O)CC(C(=O)O)c2ccc(F)cc2)c1 (stereo not drawn)	1%	0.5%	-1%	0.2%	0%	i	57	-1%	1	/
COc1cc2cc(C)c3nnc(SCC(=O)Nc4cc(C)on4)n3c2cc1OC	-18%	-0.3%	-19%	3.7%	-1%	i	63	-5%	1.1	0.2%
CCOC(=O)NC(=O)c1cn(N(C)c2ncc(C(F)(F)F)cc2Cl)c(=O)[nH]c1=O	-4%	2.1%	-6%	-0.4%	6%	i	38	-2%	1.1	0.9%
CCN(CC)S(=O)(=O)c1ccc(OC)c(NC(=O)c2cc(=O)[nH]c3ccccc23)c1	-1%	0.2%	-10%	-3.9%	-7%	i	57	-3%	1.2	0.6%
COc1ccc2oc(C(=O)c3ccccc3)c(N)c2c1	6%	5.1%	4%	/	9%	i	24	11%	0.9	0.2%
Cc1noc(C)c1C(=O)N1CCN(S(=O)(=O)c2cccs2)CC1	/	1.2%	/	-0.1%	/	i	17	/	/	-0.1%
Cc1nc(NCc2ccco2)nc2c1C(=O)CC(C)C2 (stereo not drawn)	-4%	1.1%	4%	0.3%	20%	i	16	17%	1	-0.4%
The listing continues:
SMILES	PMI inhibition	RSV CPE inhibition	human PMI inhibition	K1F lysis inhibition	P. falciparum M1AAP	T cell modulator	T cell modulator vesicle-bound %	M17LAP inhibition	TNAP activators	West Nile virus CPE
O=C(O)/C=C/C(=O)NCc1ccccn1	-55%	-0.6%	-54%	-0.5%	0%	i	16	-3%	1.1	0.1%
CCOc1ccc(S(=O)(=O)Nc2ccccc2C(=O)N/N=C/c2c(OC)ccc3ccccc23)cc1	7%	14%	8%	5.2%	6%	i	33	2%	1.1	-0.4%
N#CC1=C(SCC(=O)Nc2cccc3cccnc23)NC(=O)C(C#N)C12CCCCC2 (stereo not drawn)	16%	2.6%	21%	9.7%	17%	i	54	13%	0.9	0.8%
CC(=O)Nc1nnc(SCC(=O)Nc2nc(C)cs2)s1	/	4.2%	/	0.1%	/	i	32	/	/	-0.2%
CC1(C)CC(=O)/C(=N/Nc2ccc(Cl)cc2)CO1	/	5.0%	/	0.1%	4%	i	22	9%	/	-0.3%
COc1cc(C2c3c(-c4ccccc4O)n[nH]c3C(=O)N2Cc2ccco2)cc(OC)c1OC (stereo not drawn)	/	2.6%	/	0.2%	3%	i	35	-3%	/	0.2%
COCCNC(=O)c1ccc2c(c1)ncn2-c1cccc(C)c1	/	3.8%	/	0.1%	/	i	43	/	/	-0.2%
CCOc1ccc(S(=O)(=O)/N=C(/c2ccccc2)N(C)C)cc1	2%	-0.8%	-4%	-0.3%	1%	i	25	1%	1	0.1%
O=C(/C=C/c1cccc2ccccc12)c1ccncc1	32%	-1.6%	10%	0.0%	7%	i	35	10%	1	0.7%
CCOc1ccc(NC(=O)CN2CCN(CC(=O)Nc3ccccc3OC)CC2)cc1	/	0.1%	/	0.2%	/	i	24	/	/	-0.7%

An unsorted share of the library, and some 1.5% of all compounds hit somewhere here.
